hgDAF12 agonist – hgDAF-12 agonism, primary luciferase screen | HEK293 GAL4-hgDAF12 UAS-luciferase reporter, agonist luminescence; normalized to butyrate control | activation, % at 6.8 µM | 1.8% of 370,000 active;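 active = activation above a cutoff set at the mean of all screened compounds plus 3 SD, cut at about 10% in these data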;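 also: 0% = DMSO wells and 100% = sodium butyrate wells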
hcDAF12 agonist – H. contortus DAF-12 activation, primary screen. HEK293 hcDAF-12 lit1-tk-luc reporter, luminescence; 0% DMSO, 100% Δ7-dafachronic acid. activation, % at 6.8 µM. 1.4% of 370,000 active;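 active = activation above the mean of all tested compounds plus 3 SD, cut at about 5.5% in these data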;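 also: 100% = response to 3 µM Δ7-dafachronic acid high control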
DAX1 inh-1 – inhibitors of DAX1 repression of SF-1 activated StAR promoter | HEK293T StAR-luciferase reporter, SF-1/DAX-1 repression relief | inhibition, % at 6.8 µM | 1.1% of 370,000 active | AID 652010;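 active = inhibition above the mean over all tested compounds plus 3 SD, cut at about 3.6% in these data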;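 also: 0% = DAX-1 cells with DMSO and 100% = cells lacking DAX-1 with DMSO; higher inhibition means more luminescence from relief of DAX-1 repression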
PLC-beta3 inh – blocks human PLC-beta3 enzyme activity; 0.18% of 370,000 active; Purified PLC-beta3, fluorogenic substrate, fluorescence; AID 720704; inhibition, % at 12.2 µM; in the data active = inhibition above about 11%;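 also: 0% = median of compound wells on plate and 100% = full blocker control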
ssDAF12 agonist – activates DAF-12 receptor from parasite S. stercoralis. HEK293 ssDAF-12/GRIP1 lit1-tk-luc reporter, luminescence; % of 3 µM dafachronic acid response. activation, % at 6.8 µM. 1% of 370,000 active;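 active = activation above the mean over all tested compounds plus 3 SD, cut at about 0.9% in these data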;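 also: 0% = DMSO-only wells and 100% = 3 µM delta7-dafachronic acid wells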
DAX1 inh-2 – inhibitors of human orphan nuclear receptor DAX1 (NR0B1); AID 504766; P51843; inhibition, % at 6.75 µM; 0.99% of 340,000 active; HEK293 Gal4-DAX1 luciferase reporter, luminescence;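 active = inhibition above the mean over all tested compounds plus 3 SD, cut at about 4.2% in these data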;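 also: 0% = DAX1-transfected cells with DMSO and 100% = empty-vector control cells with DMSO; inhibition shows as a rise in luminescence from relieved DAX1 repression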
Target sequence (P51843 207-470 limits assumed): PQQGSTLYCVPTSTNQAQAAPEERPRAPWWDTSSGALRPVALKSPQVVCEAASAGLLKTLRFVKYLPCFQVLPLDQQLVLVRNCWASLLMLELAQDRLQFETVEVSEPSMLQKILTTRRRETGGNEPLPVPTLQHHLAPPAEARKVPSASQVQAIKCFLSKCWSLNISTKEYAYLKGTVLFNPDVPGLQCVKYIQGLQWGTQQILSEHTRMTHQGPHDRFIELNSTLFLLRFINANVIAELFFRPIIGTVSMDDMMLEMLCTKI
sPLA2-III inh – Blocks human group III sPLA2 activity. 0.56% of 370,000 active. inhibition, % at 12.2 µM. Q9NZ20. QFRET BODIPY PC-A2 liposome hydrolysis, fluorescence;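 active = inhibition above mean plus 3 SD of compounds lying within the high and low control bounds, cut at about 19% in these data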;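 also: 0% = median of test compound wells and 100% = no enzyme DMSO wells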
Target sequence (Q9NZ20 whole entry, looked up): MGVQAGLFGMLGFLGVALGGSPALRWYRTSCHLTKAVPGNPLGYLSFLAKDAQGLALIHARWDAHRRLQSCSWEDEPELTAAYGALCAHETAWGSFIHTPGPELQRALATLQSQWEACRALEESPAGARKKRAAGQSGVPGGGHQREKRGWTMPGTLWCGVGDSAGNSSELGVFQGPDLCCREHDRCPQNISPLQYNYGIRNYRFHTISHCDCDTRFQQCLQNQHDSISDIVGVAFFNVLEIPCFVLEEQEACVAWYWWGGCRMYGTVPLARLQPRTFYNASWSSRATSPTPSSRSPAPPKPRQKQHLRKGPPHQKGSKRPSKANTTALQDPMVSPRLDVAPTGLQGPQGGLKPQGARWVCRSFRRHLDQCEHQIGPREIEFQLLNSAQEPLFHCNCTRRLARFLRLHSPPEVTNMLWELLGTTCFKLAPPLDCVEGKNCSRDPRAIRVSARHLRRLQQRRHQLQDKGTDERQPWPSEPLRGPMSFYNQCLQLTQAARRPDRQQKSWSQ
PLCg1 inh – blocks human PLC-gamma1 enzyme activity. P19174. 0.84% of 370,000 active. purified PLC-gamma1, fluorogenic substrate, fluorescence. inhibition, % at 12.2 µM; in the data active = inhibition above about 9.5%
FXN GAA850 act – increases GAA850 frataxin promoter reporter activity; AID 540364; activation, % at 6 µM; HEK293 lucGAA850 FXN promoter luciferase reporter, 24 h; percent of 10 µM SAHA response; 0.56% of 360,000 active;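 active = activation above the average of all compounds screened plus 3 SD, cutoff fixed separately per campaign, cut at about 7.5% in these data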;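 also: 0% = DMSO wells and 100% = 10 µM SAHA wells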
ADAM17 inh – inhibitors of human ADAM17. inhibition, % at 6.95 µM. 0.83% of 370,000 active. recombinant ADAM17, EDANS/DABCYL FRET peptide cleavage. P78536;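 active = inhibition above the mean of compounds lying between control limits plus 3 SD, set per campaign, cut at about 8.5% in these data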;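 also: 0% = DMSO-only wells as the low control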
ADAM10 inh – inhibits human ADAM10; AID 720582; inhibition, % at 7 µM; recombinant ADAM10, EDANS/DABCYL FRET peptide cleavage, 3 h; 0.62% of 370,000 active;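 active = inhibition above a per-campaign cutoff equal to the mean of compounds falling between control-based bounds plus 3 SD, cut at about 20% in these data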;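 also: 0% = DMSO wells while the 100% control is not disclosed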
Numbers without * were called inactive; i = inactive; x = not tested or not shown.

SMILES	hgDAF12 agonist	hcDAF12 agonist	DAX1 inh-1	PLC-beta3 inh	ssDAF12 agonist	DAX1 inh-2	sPLA2-III inh	PLCg1 inh	FXN GAA850 act	ADAM17 inh	ADAM10 inh
COC(=O)c1ccc(NC(=S)NC2CCc3ccccc32)cc1 (stereo unspecified)	-3.9	-1.9	-0.5	0	-1.4	2.1	-3	3	0.6	3	13
Fc1ccccc1Nc1nc(Cl)nc(Cl)n1	-0.8	-1.3	0.9	-4	-0.9	-0.6	0	-2	-0.5	-5	-5
O=c1c(Cl)c(Cl)cnn1Cc1nnc(-c2ccccc2Br)o1	-4.3	-1.3	-0.6	-2	-1.2	0.5	-10	2	-6.3	-3	-4
CCS(=O)(=O)c1ccc2c(c1)N(S(C)(=O)=O)CC(C(=O)NC1CC1)O2 (stereo unspecified)	2.1	-0.9	0.1	2	-0.9	0.3	2	4	1.8	6	-5
S=C1N(c2ccccc2)CN(CCN2CCOCC2)CN1c1ccccc1	-2.1	-0.3	0.2	-6	-1.2	x	10	-1	1.7	-5	-3
CN1C(=O)/C(=C/c2cc3c(cc2Br)OCO3)NC1=S	-1.7	-0.4	-0.6	-1	-1.0	1.4	6	-1	1.7	-2	9
CC(=O)c1c(C)[nH]c(C(=O)Nc2cccc3ccccc23)c1C	-0.1	0.6	-0.1	-12	-0.2	-0.7	5	-3	2.0	-5	-15
O=[N+]([O-])c1cc(S(=O)(=O)C(F)(F)F)ccc1N1CCN(c2ccccc2)CC1	-0.4	-2.7	0.1	3	-1.5	-0.6	11	4	-0.2	6	10
CN(C)C(=O)CCc1ccc2c3c([nH]c2c1)[C@]1(C)[C@@H](C(=O)N2CCOCC2)C[C@H](CC(=O)NCCN2CCOCC2)C(=O)N1CC3	3.5	1.4	0.5	-2	-1.2	0.1	-2	-1	-0.3	1	-7
COc1ccc(S(=O)(=O)N2CCSCC2)cc1C(N)=O	-1.2	-2.1	-0.1	-4	-1.2	0.0	-1	0	1.1	-7	-7
O=C(NCc1ccccc1)C1C(=O)Nc2ccccc2C(=O)N1C1CCCC1 (stereo unspecified)	2.8	-0.2	-0.6	-36	-1.1	x	8	-12	x	-11	-35
COc1ccc(S(=O)(=O)N2CCN(Cc3ccc4c(c3)OCO4)CC2)cc1	0.6	-2.6	0.0	-2	-0.9	-1.0	-11	0	3.1	2	-3
Cc1ccc(S(=O)(=O)N2CCCC2=O)c(C)c1N(C)S(C)(=O)=O	-0.6	-0.1	-0.2	-4	-1.4	1.9	-2	1	1.6	0	1
Cc1ccc(NC(=O)CSCC(=O)N=c2sccn2C)cc1	-2.4	0.1	-1.4	-1	-0.9	-1.3	9	-1	1.7	-3	-10
Cc1ccc(C(C)(C)C)c(SCC(=O)Nc2nnc(C)s2)c1	-2.5	-1.3	-0.1	0	-0.8	-0.8	-2	1	1.1	3	-3
CCOc1cccc(NC(=O)CSc2sc3c(O)cc(=O)[nH]c3c2C#N)c1	2.0	-0.3	0.3	-10	-1.5	0.1	2	-3	1.5	-1	6
COC(=O)c1ccc(Cl)c(-c2ccc(/C=N/NC(=O)Nc3ccccc3)o2)c1	1.1	-1.1	-0.4	-2	-0.9	0.2	2	-2	-1.5	-1	-19
CCc1nc2ccc(C(=O)NCCCn3ccnc3)cn2c1N(CC)CCN(C)C	1.8	-0.6	0.0	-2	-1.0	x	6	2	2.5	-5	-10
CN1CCN(S(=O)(=O)c2cc([N+](=O)[O-])ccc2N2CCCCCC2)CC1	-1.2	-0.7	0.1	1	-1.4	0.2	-2	0	3.3	-2	0
CC(=O)Nc1ccc(-c2cc(-c3ccc(NC(C)=O)cc3)nc(-c3ccc(NC(C)=O)cc3)n2)cc1	0.9	0.9	0.1	-19	-0.5	-1.2	-5	-21	1.9	-50	-168
N/C(=N\OC(=O)Cc1cccs1)c1cccc([N+](=O)[O-])c1	4.3	-4.2	-0.3	-1	-0.4	0.1	-1	-2	3.5	-4	-4
O=C(Nc1ccccc1F)N1CCC(NC(=O)C23CC4CC(CC(C4)C2)C3)CC1	-1.6	-2.2	0.0	-8	-0.8	-0.8	1	-1	0.3	-4	-2
NS(=O)(=O)c1ccc(NC(=O)CSc2nc3ccccc3nc2N2CCOCC2)cc1	-0.7	-2.1	-0.3	-18	-1.9	0.5	-11	-15	2.0	1	-2
NS(=O)(=O)c1cccc(NC(=O)c2ccno2)c1	3.0	-0.4	0.0	-6	-1.0	-1.3	11	3	0.5	-5	4
COc1cc(/C=C/c2ccc3cccc(O)c3n2)ccc1O	7.8	-0.2	0.1	i	-0.7	1.0	-13	i	4.6	-8	-41
COC(=O)c1[nH]c2cccc(OC)c2c1NC(=O)CN1CC(C)OC(C)C1 (stereo unspecified)	-0.6	-1.5	-0.9	-315	-1.3	-1.6	0	-231	-0.1	-42	-207
CC1CCCCN1C(=O)COC(=O)C1CCN(S(=O)(=O)c2ccc(Cl)c(C(F)(F)F)c2)CC1 (stereo unspecified)	2.4	-0.1	1.4	-5	-1.0	-0.5	3	1	1.3	3	-4
CCCCNC(=O)CN(Cc1ccco1)S(=O)(=O)c1ccc(C(C)=O)cc1	-0.1	2.3	0.2	-2	-1.9	3.0	6	1	1.5	-5	-6
CCCCC(=O)NC(c1cccc([N+](=O)[O-])c1)c1c(OC(C)=O)ccc2ccccc12 (stereo unspecified)	-1.9	-2.4	-0.1	-4	-1.8	-1.3	-16	-1	-0.9	4	15
N#Cc1nc(COc2ccc(Br)cc2)oc1N1CCN(Cc2ccccc2)CC1	5.5	-1.4	-0.8	0	-0.5	1.1	-11	2	1.9	2	5
CC(=O)c1c(C)oc2ccc(N(C(C)=O)S(=O)(=O)c3cccc([N+](=O)[O-])c3)cc12	-0.6	-1.4	-0.5	-3	-1.7	0.1	1	2	1.5	-2	-5
CCCC(=O)N1CCC1(C)C(=O)Nc1ccc(OC(F)F)cc1 (stereo unspecified)	1.2	-2.4	0.9	1	-0.8	x	-1	1	-0.7	-3	-10
CCCOc1ccc(/C=N/NC(=O)c2ccc(Cn3cc([N+](=O)[O-])cn3)o2)cc1	3.0	-0.2	0.2	1	-0.9	0.1	-6	2	1.4	-1	2
Cc1ccc2[nH]c(=O)c(CN(CCO)C(=O)NCc3ccccc3)cc2c1	-0.8	-2.3	-0.2	1	-1.0	0.5	0	-1	0.4	-13	-33
CCc1nc(SCc2ccccn2)c2c(=O)n(C)c(=O)n(C)c2n1	-0.8	0.3	0.4	3	-0.5	0.8	0	3	0.6	0	-4
CCCCCOc1ccc(CSC2=NCCN2)cc1[N+](=O)[O-]	7.2	2.9	0.6	1	-0.2	2.0	-2	-1	8.4*	-3	-6
O=C(CC1NC(=O)NC1=O)Nc1cccc2ccccc12 (stereo unspecified)	0.8	-0.9	-0.7	3	-1.9	-0.6	3	0	-1.1	-6	-5
CCC(NC(=O)CCc1c(C)c2cc3c(-c4ccccc4)coc3cc2oc1=O)C(=O)O (stereo unspecified)	-1.2	-0.1	0.3	-162	-1.4	-0.2	-12	-111	0.6	-37	-76
C[C@H](NC(=O)c1nc[nH]c1C(=O)N[C@@H](CCCCN)C(=O)OC(C)(C)C)C(=O)OC(C)(C)C	0.2	-1.2	-0.1	-1	-1.1	-0.6	4	0	-0.1	1	-8
CCOc1ccc(OCc2ccc(C(=O)N/N=C(\C)c3ccccn3)cc2)cc1	7.9	1.9	0.2	-2	-0.9	0.0	-5	-3	2.2	-1	-3
CCCN(CCC)C(=O)c1c(C)[nH]c(C(=O)OCC)c1C	1.3	-2.1	-0.7	4	-0.9	x	2	3	0.1	2	-6
Cc1ccc(NC(=O)[C@@H]2CCCN2C(=O)[C@@H]2Cc3ccccc3CN2)c(C)c1	2.9	-1.4	0.1	-3	-0.6	0.1	3	-2	0.6	0	2
C/C(=C(\C#N)C(=O)NC1CCCCC1)N(C)C	1.2	-1.7	-0.2	0	-1.3	0.6	1	0	0.7	-6	-4
Cc1ccc2oc(-c3cccc(NC(=O)C4CCCO4)c3)nc2c1 (stereo unspecified)	3.8	4.5	1.2	-18	-0.1	1.0	0	-19	2.5	-18	-50
CC1(C)OC(=O)C(=CNNc2c(Cl)cc(Cl)cc2Cl)C(=O)O1	2.1	0.5	-0.1	2	-0.6	0.7	-4	3	-0.6	3	4
CCOC(=O)/C=C/c1ccccc1O	2.8	-0.5	0.4	-220	-1.4	x	1	-180	x	-2	-20
Cc1nc(SCc2ccc(Br)cc2)[nH]c(=O)c1C	-0.1	-2.1	-0.3	8	-1.5	1.1	-4	8	1.5	8	3
Clc1nnc2ccc(-c3ccccc3)nn12	3.7	-1.2	-0.3	-25	-0.6	-0.3	5	-23	2.1	-35	-76
O=C(OCCN1C(=O)c2cccc3c(N4CCOCC4)ccc(c23)C1=O)c1ccc(Cl)cc1	-2.4	-3.6	0.2	-78	-1.8	1.4	-10	-59	-3.1	-9	-32
CCOC(=O)C1=C(COC(=O)c2cccnc2Cl)NC(=O)NC1C (stereo unspecified)	0.9	-0.2	-0.6	-4	-0.8	0.2	-5	0	0.3	-4	-2
Cc1ccn2c(=O)c(C(=O)NC3CCCCC3C)c(O)nc2c1 (stereo unspecified)	2.6	-1.6	0.8	-15	-0.4	-0.2	6	-19	3.3	-12	-31
NC(=O)c1cc([N+](=O)[O-])ccc1N1CCCCC1	-1.1	0.7	-0.4	3	-1.1	1.6	0	2	0.9	1	7
COC(=O)c1sc2ccccc2c1NC(=O)c1ccc(S(=O)(=O)N2CCCCC2)cc1	-1.5	-1.6	-0.1	4	-1.1	-0.4	4	8	0.8	2	5
Cc1ccsc1/C=N/NS(=O)(=O)c1ccc([N+](=O)[O-])cc1	2.3	-2.0	-0.7	-2	-0.5	-0.9	13	6	0.1	1	6
CCCCC(=O)Nc1ccc(S(=O)(=O)Nc2nccc(C)n2)cc1	0.9	-0.2	1.9	2	-1.3	-1.5	-1	2	-1.5	-1	4
Cc1cccnc1C(c1ccc(F)cc1)N(C)C(=O)C1CCN(CCCOc2ccc(F)cc2)CC1 (stereo unspecified)	-1.6	-2.4	1.1	1	-1.2	x	-11	3	-1.7	0	0
O=C(Nc1cc(S(=O)(=O)N2CCCCC2)ccc1O)c1ccccc1NS(=O)(=O)c1ccc(F)c(F)c1	2.6	-1.8	-0.5	-49	-1.3	0.1	-47	-43	1.4	-6	-11

Three compounds out of the list, arranged by formula weight, low to high.
SMILES	hgDAF12 agonist	hcDAF12 agonist	DAX1 inh-1	PLC-beta3 inh	ssDAF12 agonist	DAX1 inh-2	sPLA2-III inh	PLCg1 inh	FXN GAA850 act	ADAM17 inh	ADAM10 inh
NS(=O)(=O)c1cccc(NC(=O)c2ccno2)c1	3.0	-0.4	0.0	-6	-1.0	-1.3	11	3	0.5	-5	4
Cc1nc(SCc2ccc(Br)cc2)[nH]c(=O)c1C	-0.1	-2.1	-0.3	8	-1.5	1.1	-4	8	1.5	8	3
CC1CCCCN1C(=O)COC(=O)C1CCN(S(=O)(=O)c2ccc(Cl)c(C(F)(F)F)c2)CC1 (stereo unspecified)	2.4	-0.1	1.4	-5	-1.0	-0.5	3	1	1.3	3	-4

Bioassay records deposited in PubChem BioAssay by The Scripps Research Institute Molecular Screening Center.
